# Screening results from PubChem BioAssay.
# APEX1 inh: inhibitors of human APE1 endonuclease; Potency, µM (highest dose often 65.8 µM), without a hit: at the highest dose activity change, negative = inhibition, usual class: inhibitors; 0.35% of 350,000 active; recombinant APE1, TAMRA/BHQ-2 abasic DNA cleavage fluorescence;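 further: plate controls were vehicle for no effect and reference inhibitor for full effect; nearly all actives have a fitted effect of over 55% in size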
# Target sequence (P27695 whole entry, looked up): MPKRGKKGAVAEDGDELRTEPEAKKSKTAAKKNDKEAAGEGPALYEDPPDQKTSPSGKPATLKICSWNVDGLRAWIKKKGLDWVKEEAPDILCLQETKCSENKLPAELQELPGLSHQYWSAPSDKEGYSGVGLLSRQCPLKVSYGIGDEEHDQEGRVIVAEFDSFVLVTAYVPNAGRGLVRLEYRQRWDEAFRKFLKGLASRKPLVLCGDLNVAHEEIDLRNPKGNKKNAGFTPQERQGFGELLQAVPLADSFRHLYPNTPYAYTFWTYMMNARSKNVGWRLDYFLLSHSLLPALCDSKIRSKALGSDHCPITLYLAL
#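 Quantitative HTS: incision of a TAMRA/BHQ-2 double-stranded substrate bearing a tetrahydrofuran abasic site by 0.75 nM APE1 raises fluorescence. Substrate 50 nM final, added after 15 min compound preincubation at room temperature; progress as third-minus-first kinetic read difference.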
# BLM helicase inh: inhibitors of human Bloom syndrome helicase BLM. recombinant BLM DNA unwinding, fluorescence dequenching. 0.2% of 350,000 active. P54132. Potency, µM (titrated, usually from 56.1 µM), for inactives: at the highest dose activity change, negative = inhibition, usual class: inhibitors;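 further: plate controls were vehicle for no effect and no enzyme for full effect; nearly all actives have a fitted effect of over 35% in size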
# BAZ2B block: BAZ2B (human) inhibition. Q9UIF8. AlphaScreen BAZ2B-H3K14Ac peptide displacement. Potency, µM (titrated, usually from 114 µM), inactives show at the top dose activity change, negative = inhibition, actives largely listed as inhibitors. 4.4% of 360,000 active. AID 504333; further: on the % scale 0 is the no-effect control and ±100 the full control effect; nearly all actives have a fitted effect of over 60% in size
#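 AlphaScreen displacement: compounds (up to 110uM) incubated 30 min at room temperature with a preformed 50 nM BAZ2B/50 nM biotinylated H3K14Ac peptide complex in PBS pH 7.4 with Tween-20. Donor and acceptor beads at 10 ug/mL final added, 20 min light-protected before reading.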
# POLI inh: inhibitors of human DNA polymerase iota. Q9UNA4. Pol iota fluorescent replication assay, 10 min. Potency, µM (doses to about 115 µM), without a hit: at the top dose activity, negative = inhibition, actives largely listed as inhibitors. 1% of 390,000 active
#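 Fluorescent replication assay read twice, at 0 min and 10 min after adding 50 nM (final) substrate. Enzyme (10 nM) and compounds were first incubated 15 min at room temperature; enzyme-free buffer wells were negative controls.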
# Pol beta inh: DNA polymerase beta (human) inhibition | P06746 | Pol beta primer extension/strand displacement, fluorescence kinetic | Potency, µM (top dose mostly 114 µM), inactives show at the top dose activity change, negative = inhibition, usual class: inhibitors | 1.3% of 340,000 active | AID 485314; further: on the % scale 0 is the no-effect control and ±100 the full control effect
#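 Pol beta (10 nM) was preincubated with compound for 15 min at room temperature. The reaction was then started with 50 nM substrate and read immediately and after a further 10 min at room temperature.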
# Pol eta inh: DNA polymerase eta (human) inhibition; Potency, µM (series often up to 114 µM), for inactives: at the highest dose activity change, negative = inhibition, most hits filed as inhibitors; recombinant Pol eta, fluorescent DNA replication assay; 1.2% of 390,000 active; Q9Y253; further: on the % scale 0 is the no-effect control and ±100 the full control effect
# Target sequence (Q9Y253 whole entry, looked up): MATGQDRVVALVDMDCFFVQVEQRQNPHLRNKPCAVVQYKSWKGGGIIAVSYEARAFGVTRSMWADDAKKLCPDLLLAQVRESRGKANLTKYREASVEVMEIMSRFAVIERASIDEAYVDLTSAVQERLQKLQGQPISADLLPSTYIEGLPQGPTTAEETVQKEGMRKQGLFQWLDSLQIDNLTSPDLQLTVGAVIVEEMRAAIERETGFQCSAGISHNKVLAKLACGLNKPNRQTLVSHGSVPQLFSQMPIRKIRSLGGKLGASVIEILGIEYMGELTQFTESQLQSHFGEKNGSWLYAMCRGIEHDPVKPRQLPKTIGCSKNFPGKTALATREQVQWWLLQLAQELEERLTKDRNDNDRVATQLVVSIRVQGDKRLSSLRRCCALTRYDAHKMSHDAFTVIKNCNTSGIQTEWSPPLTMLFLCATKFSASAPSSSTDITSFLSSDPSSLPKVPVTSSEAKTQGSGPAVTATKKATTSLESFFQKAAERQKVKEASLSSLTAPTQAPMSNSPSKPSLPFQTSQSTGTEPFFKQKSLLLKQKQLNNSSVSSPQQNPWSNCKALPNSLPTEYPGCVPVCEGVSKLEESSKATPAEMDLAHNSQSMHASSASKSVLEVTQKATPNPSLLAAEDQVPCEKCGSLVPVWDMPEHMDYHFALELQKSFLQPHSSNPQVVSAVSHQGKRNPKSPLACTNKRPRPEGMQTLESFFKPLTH
#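 Fluorescent replication assay: 50 nM final substrate added after a 15 min room-temperature compound preincubation with 10 nM enzyme. Signal taken at 0 min and again at 10 min.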
# JMJD2A Tudor: JMJD2A Tudor domain (human) inhibition; AlphaScreen JMJD2A-Tudor / H3K4me3 peptide binding; 4.4% of 390,000 active; Potency, µM (highest dose often 114 µM), for inactives: at the highest dose activity change, negative = inhibition, hits mostly inhibitors; O75164; further: on the % scale 0 is the no-effect control and ±100 the full control effect; nearly all actives have a fitted effect of over 50% in size
# G9a inh: G9a (human) methyltransferase inhibition. G9a H3K9 monomethylation, AlphaScreen, 2 h. Q96KQ7. AID 504332. Potency, µM (doses to about 102 µM), for the others: at the top dose activity, negative = inhibition, actives largely listed as inhibitors. 8.8% of 350,000 active; further: on the % scale 0 is the no-effect control and ±100 the full control effect; nearly all actives have a fitted effect of over 75% in size
#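 AlphaScreen read-out: biotin-H3K9 peptide (500 nM) methylation by 20 nM enzyme with 20 uM SAM, 2 h at room temperature after 15 min compound preincubation; anti-monomethyl H3K9 antibody plus donor/acceptor beads, 10 min dark.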
# POLK inh: DNA polymerase kappa (human) inhibition; AID 588579; purified Pol kappa, fluorescent DNA synthesis assay, 10 min; Q9UBT6; 0.53% of 400,000 active; Potency, µM (top dose mostly 107 µM), inactives show at the highest dose activity, negative = inhibition, usual class: inhibitors; further: on the % scale 0 is the no-effect control and ±100 the full control effect
#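 50 nM final substrate added after 15 min RT preincubation of 10 nM Pol kappa with compound; fluorescence read at 0 and 10 min.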
# Numbers without * were called inactive; ? = inconclusive; · = not tested or not shown; [ ] = another dose, or the depositor's remark. The call rests on the fitted dose curve; in most records, active means well fitted curve in the direction sought with a large enough effect; inconclusive means small, poorly fitted or top-dose-only effect, or another doubt; inactive means no such curve, though single readings can be large; an effect the other way counts as inactive or inconclusive. Potency means the concentration at half of the fitted maximal effect. This is a subset; the hit share may differ from the screen's.
SMILES,APEX1 inh,BLM helicase inh,BAZ2B block,POLI inh,Pol beta inh,Pol eta inh,JMJD2A Tudor,G9a inh,POLK inh
O=C(COC(=O)c1cccc(O)c1)c1ccccc1,-6%,·,9%,5%,·,-5%,-5%,13%[59 µM],-2%
O=C(CC1Sc2ccccc2NC1=O)NNC(=O)Nc1ccc(Cl)cc1 (stereo not given),12%,0%,4%,32%[activator],4%,-2%,-14%,·,-6%
Cc1ccc(C2=CSC3=NNC4(CCCCC4)NN23)cc1,0%,-3%,?,-8%,3%,-4%,45µM*,?,-7%
Cc1ccc(NC(=O)N2CCC(c3nc4c(nnn4Cc4cccc(Cl)c4)c(=O)[nH]3)CC2)cc1,3%,-4%,4%,32%[activator],-1%,-20%,-21%,21%[59 µM],-6%
CC(C)C(NS(=O)(=O)c1cccc2nsnc12)C(=O)N1CCn2c1nc1ccccc12 (stereo not given),13%,-5%,12%,89%[activator],31%,-18%,-19%,-17%,1%
O=C(Oc1ccc(NC(=O)c2cc3c(cc2Br)OCO3)cc1)c1ccccc1,-7%,-9%,-4%,-14%,-10%,9%,-8%,-14%,-11%
O=C(CSc1nnc2ccccn12)c1ccc2c(c1)OCCO2,4%,3%,-4%,23%,9%,1%,-10%,40µM*,6%
Cc1ccc(-n2nc(C(=O)N3CCCCC3C)c(=O)n(C)c2=O)cc1 (stereo not given),·,1%,2%,-2%,9%,-3%,-2%,4%[59 µM],-3%[60.1 µM]
COC(=O)N1CCC2(CCN(C(=O)Nc3cccc(C#N)c3)CC2)CC1,15%,3%,·,·,·,·,·,14%[12.7 µM],2%[60.1 µM]
Cn1cc(SCC(=O)Nc2nc3ccccc3s2)c2ccccc21,-11%,-8%,-28%,?,-20%,-1%,-32%,?,2%
NS(=O)(=O)c1ccc(NC(=S)N2CCN(c3ccccc3)CC2)cc1,-1%,1%,-3%,10%,1%,-13%,-17%,?,-12%
CCN(c1ccc(C)c(C)c1)S(=O)(=O)c1ccc2c(c1)CCN2C(=O)CCC(=O)O,-1%,-2%,3%,7%,89µM*,-12%,-26%,15%[12.7 µM],8%
O=C(Nn1c(SCc2ccc([N+](=O)[O-])cc2)nc2ccccc2c1=O)c1ccc(F)cc1,9%,-7%,-8%,93%[activator],-1%,-17%,-19%,9%[59 µM],-5%
Cc1ccc(CNC(=O)CCS(=O)(=O)Cc2ccc(C)cc2)cc1,89%[activator],-6%,24%[57.1 µM],13%,9%,-8%,-11%,10%,12%
Cc1c(C)c2c(OCC(=O)N3CCC(C(=O)NCC(C)C)CC3)cc3c(c2oc1=O)CCC(C)(C)O3,9%,-11%,1%,9%,-2%,5%,-8%,2%[59 µM],-5%
C/C(=N\NC(=O)COc1cccc(Cl)c1)c1ccc2c(c1)OCCO2,1%,-3%,7%,7%,101%,-16%,1%,-1%[59 µM],-2%
CCCn1c(NC(=O)c2ccccc2)nc2ccccc21,15%,-5%,-2%,4%,0%,-22%,-1%,59%[activator][59 µM],-6%
CCCNC(=O)c1c(O)c2cccc3c2n(c1=O)CCC3,51%[activator],1%,1%,-25%,11%,1%,3%,?,1%
O=C(c1cc2cc(Br)ccc2o1)N1CCCC1,-2%,1%,-17%,57%[activator],-3%,-10%,-31%,24%,10%
CCc1cccc(NC(=O)C2CCN(C(=O)c3cnn(-c4ccccc4)c3-n3cccc3)CC2)c1,·,-12%,-18%,24%,-7%,-18%,-30%,-6%[59 µM],-8%

# Limited to APEX1 inh and G9a inh (5 entries from above):
structure | APEX1 inh | G9a inh
O=C(Oc1ccc(NC(=O)c2cc3c(cc2Br)OCO3)cc1)c1ccccc1 | -7% | -14%
O=C(CSc1nnc2ccccn12)c1ccc2c(c1)OCCO2 | 4% | 40µM*
Cc1ccc(-n2nc(C(=O)N3CCCCC3C)c(=O)n(C)c2=O)cc1 (stereo not given) | · | 4%[59 µM]
COC(=O)N1CCC2(CCN(C(=O)Nc3cccc(C#N)c3)CC2)CC1 | 15% | 14%[12.7 µM]
Cn1cc(SCC(=O)Nc2nc3ccccc3s2)c2ccccc21 | -11% | ?

# The results go on.
SMILES,APEX1 inh,BLM helicase inh,BAZ2B block,POLI inh,Pol beta inh,Pol eta inh,JMJD2A Tudor,G9a inh,POLK inh
Cc1ccc2[nH]cc(CCNC(=O)Nc3ccccc3)c2c1,2%,-3%,?,7%,?,-23%,-34%,?,-9%
Cc1cc(OCC(=O)NC(C)(C)C)ccc1Cl,5%,-3%,-1%,14%,20%,-10%,0%,31%[59 µM],-7%
C=CCN1C(=O)CN=C1NCc1ccccc1,3%,1%,-5%,6%,?,-14%,-8%,11%,3%
Cc1ccc(Nc2nc3ccccc3o2)cc1F,0%,-4%,16%,-20%,34%,-13%,11µM*,6%,-13%
COc1ccccc1N1CCN(C(=O)c2sc3nc(-c4ccc(F)cc4)cn3c2C)CC1,-6%,-8%,?,17%,-25%,-11%,-32%,28µM*,-6%
O=C(NCCC1=CCCCC1)c1ccc2c(c1)N(Cc1ccccc1F)C(=O)c1ccccc1S2=O (stereo not given),·,-8%,-12%,26%,10%,-21%,-11%,1%[59 µM],-4%
CCOC(=O)C(C)Sc1nc(-c2ccccc2)ccc1C#N (stereo not given),·,-5%,189%[activator],-7%,6%,-18%,161%[activator],144%[activator][59 µM],-5%
CC(C)(C(=O)c1ccccc1)/[N+]([O-])=C/c1ccccc1F,·,·,·,-5%[58.9 µM],·,-6%,-7%,·,-15%
CCC1CCCCN1S(=O)(=O)c1ccc(S(=O)(=O)N(Cc2ccccn2)CC2CCCO2)cc1 (stereo not given),-2%,-4%,-8%,-12%,1%,-18%,-20%,2%[59 µM],-1%
O=C(Nc1nnc2n1CCS2)c1cc(C(F)(F)F)cc(C(F)(F)F)c1,·,-1%,9%,18%,26%,-7%,-14%,50%[59 µM],-2%[60.1 µM]
Cn1c(SCC(=O)N2CC(=O)Nc3ccccc32)nc2ccccc2c1=O,-4%,·,9%,-11%,·,-5%,6%,22%[12.7 µM],4%
Cc1noc(C)c1COC(=O)COc1ccc(C#N)cc1,0%,-1%,-4%,2%,14%,-13%,-2%,0%,-1%
O=C(NC(=O)c1cccc(Cl)c1)OC[C@@H]1CCCN2CCCCC12 (stereo not given in full),3%,-1%,-2%,-13%,25%,-6%,1%,-36%,5%
COc1ccc(CCNC(=O)c2ccncc2)cc1OC,13%,-1%,-6%,-3%,13%,-4%,-8%,17%[12.7 µM],4%
O=C(Nc1ccc(S(=O)(=O)C(F)F)cc1)c1cccc(S(=O)(=O)N2CCOCC2)c1,-8%,-3%,5%,5%,1%,-6%,-8%[11.4 µM],?,-20%
COc1ccc(Cn2c(SCc3ccccc3C)nc3cc(OC)c(OC)cc3c2=N)cc1,23%,-9%,?,·,25%,·,·,40µM*,·
Cn1c(=O)c([N+](=O)[O-])c(NCc2ccccc2Cl)c2ccccc21,11%,-9%,-37%,81%[activator],-2%,0%,-28%,·,-14%
CCOc1ccc(CCNC(=O)CCc2cn(Cc3ccccc3F)c3ccccc23)cc1OCC,·,0%,-11%,14%,14%,-11%,-3%,-8%[59 µM],-7%
CN1c2ccccc2N(C)C1(C)c1cccc2ccccc12,2%,-7%,?,-9%,-12%,-3%,45µM*,1.4µM*,-6%
Cc1ccc2c(c1)C(=C(C#N)C#N)C(=O)N2CCN1CCOCC1,9%,-3%,1%,8%,30%,-11%,-14%,·,0%
Cc1cccc(NC(=S)NNC(=O)c2ccccc2OC(F)F)c1,-12%,-12%,12%,13%,3%,-5%,-23%,?,-10%
C[C@H](CO)N1C[C@H](C)[C@@H](CN(C)CC2CC2)Oc2c(NC(=O)Cc3ccccc3)cccc2C1=O,-2%,·,·,-14%,·,-19%,-22%,·,-4%
Cc1ccccc1OCCCn1c(CO)nc2ccccc21,3%,-9%,-3%,138%[activator],-14%,-22%,-14%,-5%,-1%
Cc1c(NC(=O)c2ccc(OC(C)C)cc2)cccc1-c1nc2ncccc2o1,·,-1%,4%,-3%,35%,4%,-1%,-1%[59 µM],2%
CN(C)c1ccc(C(=O)Nc2ccc(CN3CCS(=O)(=O)CC3)cc2)cc1,-1%,-2%,-13%,-11%,-9%,2%,-23%,?,-4%
FC(F)(F)c1cccc(-c2nnc(-c3ccccc3)c(N3CCOCC3)n2)c1,-2%,-10%,?,-8%[58.9 µM],-1%,-12%,-30%,-10%[12.7 µM],-3%
CCN1C(=O)C(CC(=O)Nc2c(C)cccc2C)Nc2cc(S(=O)(=O)N(C)C)ccc21 (stereo not given),-3%,-1%,-4%,56%[activator],-1%,-3%,-23%,-1%,0%
N#Cc1cc(C#N)c(SCC(=O)NCC2CCCO2)nc1N (stereo not given),10%,-5%,-1%,66%[activator],34%,-6%,-4%,2%,-1%
CCOC(=O)C1(CCCc2ccccc2)CCN(C(=O)CN2C(=O)CSC2=O)CC1,2%,-6%,-2%,46%[activator],4%,-11%,-3%,·,-5%
CCCOc1ccc(-c2c(C(=O)N/N=C(\C)c3ccncc3)nnn2-c2nonc2N)cc1,8%,-3%,?,42%[activator],-17%,-3%,-21%,·,-4%
CC1CCN(S(=O)(=O)c2ccc3c(ccn3CC(=O)NCc3ccc(N(C)C)cc3)c2)CC1,·,-1%,?,22%,0%,-9%,?,-18%[59 µM],7%
COc1cc(/C=C(/C#N)c2nc3ccccc3[nH]2)ccc1OCc1ccc(C(=O)O)o1,-4%,0%,-35%[57.1 µM],9%,?,5.6µM*,?,11%,-19%
COc1ccccc1/C=C/C=N/N1CCN(Cc2ccccc2)CC1,1%,-7%,32µM*,159%[activator],-13%,1%,-17%,11µM*,-14%
O=C(NCc1cn2ccccc2n1)c1ccco1,-9%,-13%,15%,27%,-2%,-10%,-26%,6%[59 µM],-12%
COc1ccc(NS(=O)(=O)c2cc([N+](=O)[O-])ccc2N/N=C/c2c(C)[nH]c3ccccc23)cc1,·,·,·,81%[activator],·,-18%,-26%,·,-10%

# Part of the list above in another layout:
Molecule	APEX1 inh	BLM helicase inh	BAZ2B block	POLI inh	Pol beta inh	Pol eta inh	JMJD2A Tudor	G9a inh	POLK inh
O=C(NCCC1=CCCCC1)c1ccc2c(c1)N(Cc1ccccc1F)C(=O)c1ccccc1S2=O (stereo not given)	·	-8%	-12%	26%	10%	-21%	-11%	1%[59 µM]	-4%
CCOC(=O)C(C)Sc1nc(-c2ccccc2)ccc1C#N (stereo not given)	·	-5%	189%[activator]	-7%	6%	-18%	161%[activator]	144%[activator][59 µM]	-5%
